High-throughput results from PubChem.
Mtb RmlCD inh: M. tuberculosis RmlC/RmlD coupled enzyme inhibitors, primary screen, biochemical, compound mixtures, 384-well, from 1536-well plates; dTDP-4-dehydrorhamnose reductase (Mycobacterium tuberculosis (strain ATCC 25618 / H37Rv)) …; inhibition, % at 3.6 µM; actives 0.03% (n = 160,000); RmlC+RmlD coupled enzyme assay, percent inhibition; primary screen in compound mixtures; in the data active = inhibition mostly above about 34%, no sharp cut-off; note: some results filed as inactive read as strong as hits
Target sequence (P9WH09 whole entry, looked up): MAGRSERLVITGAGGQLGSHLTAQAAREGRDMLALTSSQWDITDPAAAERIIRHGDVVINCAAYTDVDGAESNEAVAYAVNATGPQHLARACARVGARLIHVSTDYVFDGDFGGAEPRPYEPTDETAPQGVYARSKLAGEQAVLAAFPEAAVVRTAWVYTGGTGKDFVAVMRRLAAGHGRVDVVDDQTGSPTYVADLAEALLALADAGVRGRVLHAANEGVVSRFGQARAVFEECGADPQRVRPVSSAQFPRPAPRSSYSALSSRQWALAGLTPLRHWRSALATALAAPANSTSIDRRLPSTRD
Target sequence (P9WH11 whole entry, looked up): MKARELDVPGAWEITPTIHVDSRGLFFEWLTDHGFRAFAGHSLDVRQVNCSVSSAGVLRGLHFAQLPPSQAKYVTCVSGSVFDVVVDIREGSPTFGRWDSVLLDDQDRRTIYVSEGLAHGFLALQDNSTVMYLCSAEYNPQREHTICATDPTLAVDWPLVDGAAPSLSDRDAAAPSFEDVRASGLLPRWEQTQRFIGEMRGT
M. tuberculosis GlmU: inhibition of mycobacterial GlmU enzyme – biochemical, glucosamine-1-phosphate acetyltransferase (AID 1376); M. tuberculosis GlmU acetyltransferase enzyme assay; higher % means a stronger effect; Bifunctional protein GlmU (Mycobacterium tuberculosis (strain ATCC 25618 / H37Rv)); inhibition, %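 (tested at 30 µM in the primary screen)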; hits with a dose series show IC50 in µM; actives 0.25% (n = 220,000); in the data active = inhibition above about 13%;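 note: 0% = complete reaction with vehicle and 100% = reaction without substrate; strong numbers were not always called active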
Active calls of the source: *; x = not tested or not shown. Only part of the results is shown; rates above refer to the full screens.

canonical_smiles	Mtb RmlCD inh	M. tuberculosis GlmU
Cc1ccc(-c2nnc(SCC(=O)N/N=C/c3c(C)nn(-c4ccccc4)c3C)n2-c2ccc(C)cc2)cc1	1.5	-2.0%
Cc1ccc(O)c(NC(=O)CCCC(=O)O)c1	x	6.9%
CC(NC(=O)CN(C)CC(=O)Nc1ccc(F)c(F)c1F)c1ccccc1 (stereo unspecified)	-8.0	6.9%
C/C(=N\NC(=O)Cn1ccc(C(F)(F)F)n1)c1ccc2c(c1)OCO2	1.1	3.9%
Cc1ccc(C2/C(=C(/O)c3cnn(-c4ccccc4)c3C)C(=O)C(=O)N2CCN2CCOCC2)o1 (stereo unspecified)	x	7.1%
C=CCOc1ccc2c(CC)cc(=O)oc2c1C	0.4	0.3%
S=C(Nc1ccc(Oc2ccc(NC(=S)NC3CCCCC3)cc2)cc1)NC1CCCCC1	x	3.2%
Cc1ccc(S(=O)(=O)Nc2cccnc2)cc1	-13.6	1.9%
COc1ccc(CN2C(=O)c3ccccc3C2C(=O)NCC2CCCO2)c(OC)c1 (stereo unspecified)	-4.8	3.1%
CCOC(=O)C1CCN(c2nc(-c3ccccc3)nc3c2oc2ccccc23)CC1	11.3	1.4%
CCCCCSc1nnc(-c2ccccc2NC(C)=O)c(=O)[nH]1	x	-3.0%
CC(C)C(=O)Nc1ccc(N2CCCC2)cc1	3.9	-2.5%
CCc1ccccc1OCC(=O)Nc1ccc(S(N)(=O)=O)cc1	x	1.2%
CC(NC(=S)Nc1ccccc1Cl)C(c1ccccc1)N1CCOCC1 (stereo unspecified)	x	-3.3%
Cc1cc(C)cc(OCc2nnc(SCC(=O)c3ccc(Br)cc3)o2)c1	7.3	-1.9%
CCOc1ccc(-c2nc(CSc3nncs3)cs2)cc1OC	2.5	3.3%
C=CCn1cccc(C(=O)Nc2cc(OC)c(OC)c(OC)c2)c1=O	-4.5	1.6%
COc1cc(S(=O)(=O)n2nc(C)cc2C)c(OC)cc1Cl	5.2	1.4%
COc1cc(OC)cc(-c2nnc(SCC(=O)N3CCCc4ccccc43)o2)c1	x	3.8%
CC(C)c1onc(C(=O)N2CCCCCC2)c1[N+](=O)[O-]	3.6	1.0%
O=C(N/N=C/c1ccc(N2CCOCC2)cc1)c1ccccc1OCCOc1ccccc1	-1.6	2.3%
O=C(CCn1ccc([N+](=O)[O-])n1)NC1CCCCCC1	-12.0	-1.8%
CCCSc1nnc(CSc2nc3nc(C)cc(C)n3n2)o1	-9.9	-4.1%
COCCOC(=O)C1=C(C)NC(=O)NC1c1cccs1 (stereo unspecified)	x	-2.6%
Cc1ccc2nc(NC(=O)CN3C(=O)C4CC=CCC4C3=O)sc2c1 (stereo unspecified)	-0.8	0.5%
COc1cc2[nH]c(=S)nc(NCc3ccccn3)c2cc1OC	-7.4	-2.8%
Cc1ccc(N2C(=O)c3ccccc3C2(O)c2ncc[nH]2)cc1 (stereo unspecified)	4.6	-4.3%
Cc1cccc(-c2nnc(SCC(=O)Nc3cccc(C(=O)N4CCOCC4)c3)n2C)c1	x	0.1%
O=[N+]([O-])c1cc([N+](=O)[O-])c2n[nH]c(-c3ccccc3)c2c1	12.0	x
O=C(COC(=O)C1Cc2ccccc2CN1C(=O)c1ccccc1Cl)Nc1ccc(N2CCOCC2)cc1 (stereo unspecified)	1.1	2.7%

Next section.
canonical_smiles	Mtb RmlCD inh	M. tuberculosis GlmU
CS(=O)(=O)Nc1ccc(C(=O)NCc2ccccn2)cc1	x	-0.4%
COc1ccc(CNc2nc3ccccc3n2C)c(OC)c1	-5.8	0.8%
O=C(CCN1C(=O)/C(=C/c2cccs2)SC1=S)Nc1ccccn1	10.9	-7.7%
Cc1cccc(C2(c3cccc(C)c3)CC2C(=O)NCC2CCCO2)c1 (stereo unspecified)	-3.2	12.1%
O=C(CCC(=O)OCC(F)(F)C(F)F)Nc1ccc(Cl)cc1	x	3.3%
CC(=O)c1c(C)nc(-c2ccc(Cl)cc2)nc1N	8.1	-5.2%
COc1ccc(C2N(c3cc(Cl)ccc3OC)C(=O)C3CCCN32)cc1OC (stereo unspecified)	x	0.0%
O=C(NNC(=O)C1CCCN(c2ncccn2)C1)c1ccc(F)cc1 (stereo unspecified)	x	6.2%
CC(=O)c1c(C)[nH]c(C(=O)NCCCN2CCCC2)c1C	-74.5	-0.9%
Cc1ccc(C(=O)CSc2nnc(CNc3ccc(C)cc3C)n2Cc2ccco2)cc1	x	-4.7%
CCCCn1c(NCCN(C)C)nc2c1c(=O)[nH]c(=O)n2C	-6.0	3.9%
O=C(COC(=O)c1ccccn1)Nc1ncc(C(F)(F)F)cc1Cl	-10.1	-2.1%
Cc1nn(C)c(C)c1CCC(=O)O	18.9	0.2%
CCN(CC)CCOC(=O)c1ccc(N=Cc2c(O)[nH]c(=O)[nH]c2=O)cc1	x	-2.2%
COc1ccc(-c2cc(C(=O)Nc3cc(C)on3)no2)cc1OC	-9.1	-3.6%
Cc1cc(SCC(=O)NN)c2cc(Br)ccc2n1	12.7	-7.8%
COc1ccc(C(C#N)Nc2ccccc2OC)cc1 (stereo unspecified)	9.2	2.6%
COc1ccc(-c2csc3nc[nH]c(=O)c23)cc1	7.3	3.5%
[O-][n+]1onc2c1CCC1N(O)CCC21O (stereo unspecified)	x	-3.0%
CC(C)OC(=O)C1C(=O)CC(C)(O)C(C(=O)OC(C)C)C1c1cccc(O)c1 (stereo unspecified)	8.3	x
O=C(Nc1cccc2ccccc12)C12CC3CC(C1)CC(n1cnc([N+](=O)[O-])n1)(C3)C2	x	-1.7%
COc1nc(-c2ccc3c(c2)OCO3)n(-c2ccc(NC(=O)CSc3ccccc3)cc2)n1	x	0.1%
Cc1ccc(-c2nnn(CC(=O)N(c3ccc(F)cc3)C(C(=O)NC3CCCC3)c3ccco3)n2)o1 (stereo unspecified)	-8.5	-0.8%
CC(Oc1ccc(Cl)cc1Cl)C(=O)NCCCn1ccnc1 (stereo unspecified)	-7.0	4.1%
CCN(CC)CCn1c(C)nc2ccccc21	4.3	-3.6%
Cc1ccc2nc(-c3ccc4c(c3)OCCO4)cn2c1	82.6	0.4%
Cc1ccnc(NC(=O)c2sc3ccccc3c2Cl)c1	1.4	1.1%
C/C=C/c1ccccc1OCc1ccc(C(=O)O)o1	-2.8	3.1%
CC(=O)C1=C(O)C(=O)N(c2ccc(C(=O)O)cc2)C1c1ccccc1 (stereo unspecified)	9.8	-2.2%
CC(=O)c1ccc(N2CCN(C(=O)CCCn3c(=O)[nH]c4ccc(Br)cc4c3=O)CC2)cc1	-8.1	1.7%

Further compounds follow.
canonical_smiles	Mtb RmlCD inh	M. tuberculosis GlmU
CCc1ccc(NC(=O)COC(=O)C2(c3ccc(Cl)cc3)CCCC2)cc1	12.1	-2.3%
c1ccc(CCNCc2ccccc2)cc1	-25.9	1.8%
COc1ccc(/C=C/c2ccccc2)cc1[C@H]1[C@@H]2C=CCC[C@@]2(C)C(=O)N1Cc1ccccc1	x	2.1%
O=C(COc1ccc(S(=O)(=O)NC2CCCCC2)cc1Cl)N1CCN(c2ccccc2)CC1	0.9	3.1%
Cc1ccc(/C(N)=N/OC(=O)Cc2cccs2)cc1	13.3	4.3%
O=C(CCCC1=NS(=O)(=O)c2ccccc2N1)N1CCN(c2ccccc2)CC1	9.3	5.0%
O=c1oc2ccccc2c2oc3cc(O)c(O)cc3c12	x	2.9%
O=C(CN(C(=O)C1CSC(=O)C1)c1ccccc1F)NCc1ccc2c(c1)OCO2 (stereo unspecified)	x	-3.1%
CCCCN(CC)S(=O)(=O)c1ccc2c(c1)CCCN2C(C)=O	x	-0.8%
Cc1ccc(-c2nn3c(C)nnc3c3ccccc23)cc1S(=O)(=O)NCCO	8.5	3.2%
O=C(NC1=NCCCCC1)c1cccc2ccccc12	-7.6	4.3%
CCc1n[nH]c(=S)n1/N=C/c1cc(Br)c(O)c(OC)c1	x	6.8%
Cc1ccc(CN2CCCC(C(=O)c3cccc(C(F)(F)F)c3)C2)o1 (stereo unspecified)	8.5	5.8%
COCCNC(=O)Nc1ccc2nc(-c3cccs3)c(-c3cccs3)nc2c1	x	2.7%
Cc1cc2cc(CN(Cc3ccco3)C(=O)NCc3ccccc3)c(=O)[nH]c2cc1C	11.6	0.2%
Cn1c(CBr)c(C(=O)c2ccc([N+](=O)[O-])cc2)c(=O)n(C)c1=O	-3.9	2.4%
CCCNC(=S)N1CCC(c2nc3cc(C)c(C)cc3[nH]2)CC1	-5.9	0.3%
COc1ccc(/C=C(\NC(=O)c2cccs2)C(=O)N2CCOCC2)cc1OC	13.9	2.4%
Cc1cc(-c2ccccc2)n[nH]1	-4.1	-8.0%
N=C(N)c1ccc(Cl)cc1	6.3	-0.4%
O=C(Cn1nnc(-c2ccccc2)n1)OCc1csc(-c2ccccc2)n1	x	-3.1%
N#C/C(=N\Nc1ccc([N+](=O)[O-])cc1)C(N)=S	3.2	-3.0%
O=C(O)CCc1nn2cnc3sc4c(c3c2nc1=O)CCCC4	99.8	3.0%
O=C(c1ccc(Cl)cc1)N(Cc1cccs1)C1CCS(=O)(=O)C1 (stereo unspecified)	-3.5	2.7%
O=C(NNC(=O)c1cccs1)c1ccccc1	3.5	-1.4%
CC(C)(C)NC(=O)NC(=O)CSc1ncccn1	-6.2	4.2%
Cc1csc(Nc2ccccc2C(F)(F)F)n1	13.3	1.1%
Cc1ccc(/C=N/NC(=O)Cn2cnc3c2c(=O)n(C)c(=O)n3C)s1	x	7.4%
CCC(CC)C(=O)Nc1cccc(C(=O)Nc2ccc(S(=O)(=O)Nc3ccc(C)cc3)cc2)c1	9.4	-3.2%
CCCN1Cc2cccc(C(=O)NCc3ccc4c(c3)OCO4)c2C1=O	11.1	2.8%

Retrieved one by one from above, three records:
canonical_smiles	Mtb RmlCD inh	M. tuberculosis GlmU
Cc1ccc(CN2CCCC(C(=O)c3cccc(C(F)(F)F)c3)C2)o1 (stereo unspecified)	8.5	5.8%
CCCCN(CC)S(=O)(=O)c1ccc2c(c1)CCCN2C(C)=O	x	-0.8%
COc1ccc(/C=C/c2ccccc2)cc1[C@H]1[C@@H]2C=CCC[C@@]2(C)C(=O)N1Cc1ccccc1	x	2.1%

(next part)
canonical_smiles	Mtb RmlCD inh	M. tuberculosis GlmU
CC(=O)Nc1ccccc1NC(=O)CC(C)(C)C	x	-2.6%
CCOC(=O)c1ccc(Nc2nnc3nc(C)cc(C)n23)cc1	2.4	-2.5%
CCN(CC)C(=O)c1ccc(NS(=O)(=O)c2ccccc2)cc1	-3.0	-2.2%
N#CC1=C(N)Oc2cc(N)ccc2C1c1ccc(F)cc1 (stereo unspecified)	8.4	0.4%
CC(C)C(NC(=O)c1ccc(S(=O)(=O)N2CCOCC2)cc1)c1nc2ccccc2[nH]1 (stereo unspecified)	16.8	-1.4%
CC1(C)COC(c2coc3ccccc3c2=O)OC1	-5.2	-1.1%
COc1ccccc1CCNC1CCC(C)CC1 (stereo unspecified)	10.8	1.2%
COc1ccc(C2CC(c3ccc(OC)cc3)n3nc(N)nc3N2)cc1 (stereo unspecified)	x	1.2%
CC1(C)N(O)C2CCCCC2N1O (stereo unspecified)	x	-5.5%
CC1CCCC(C)N1C(=O)COc1ccc(C(=O)N/N=C/c2ccc(C(=O)O)cc2)cc1 (stereo unspecified)	9.4	6.7%
COc1ccc(-c2ccc(SCC(=O)NCC3CCCO3)nn2)cc1OC (stereo unspecified)	-11.9	3.5%
O=C(NCc1ccc(F)cc1)C1CCC(=O)N1C1CCCCC1 (stereo unspecified)	x	5.8%
CCC(C)C(NC(=O)c1ccc(Cl)cc1)C(=O)O (stereo unspecified)	-4.4	-1.1%
CCN1CCN(C(=S)c2ccc(SC)cc2)CC1	-10.7	3.1%
Cc1ccc(NC(=O)c2cccs2)cc1NC(=O)c1ccco1	1.5	-0.3%
COc1cccc(OC)c1C(=O)Nc1c(C)n(C)n(-c2ccccc2)c1=O	3.3	-1.5%
O=C(Nc1nnc(C2CC2)s1)c1ccc(Cl)c(S(=O)(=O)N2CCc3ccccc3C2)c1	-10.7	-2.7%
O=C(/C=C/c1ccco1)N(Cc1cccc(Br)c1)C1CCS(=O)(=O)C1 (stereo unspecified)	-5.7	1.5%
CCOP(=O)(O)c1ccccc1OCCOc1ccccc1P(=O)(O)OCC	x	3.5%
CCCCN1C(=O)C(NC(C)=O)c2ccccc21 (stereo unspecified)	29.9	2.5%
CC(C)N(C(=O)CSc1nc2ccccc2n1-c1ccccc1)C(C)C	x	7.5%
COc1ccc(S(=O)(=O)N(Cc2nc3ccccc3c(=O)[nH]2)C2CCCC2)cc1	x	5.8%
CCOc1cc(/C=N/Nc2ccc(C(=O)O)cc2)ccc1OC(=O)c1ccccc1C	-9.3	0.4%
COC(=O)C1=C(C)NC(=O)CC1c1cc(Br)ccc1F (stereo unspecified)	3.7	8.0%
O=C(Nc1cnc2sc3c(n2c1=O)CCCC3)c1ccc(F)cc1	x	1.3%

Compound profiles, from the list above. Order of screens: Mtb RmlCD inh	M. tuberculosis GlmU
Cc1ccc(-c2nnn(CC(=O)N(c3ccc(F)cc3)C(C(=O)NC3CCCC3)c3ccco3)n2)o1 (stereo unspecified) is entered as -8.5	-0.8%
Cc1nn(C)c(C)c1CCC(=O)O is entered as 18.9	0.2%
